Compound activity (PubChem BioAssay)
RmlCD inh mix: RmlC/RmlD inhibition, mixture screen | inhibition, % at 5.5 µM | RmlC/RmlD coupled enzyme inhibition, 384-well mixture HTS | AID 1532 | hit rate 0.39% among 110,000; in the data active = inhibition above about 30%, passing the limit was not always enough; inconclusive = no clear call, values can overlap the other calls; also: strong numbers were not always called active
HIV RNase H inh: blocks HIV-1 RNase H cleavage of RNA/DNA duplex. P04585. RT-RNase H RNA/DNA duplex cleavage, fluorescence. inhibition, % at 10 µM. hit rate 1.9% among 65,000. AID 565; in the data active = inhibition above about 50%
The depositor's hits bear a star; ? = inconclusive; nt = no result given; + = active, no number; & = joins results of further samples. An excerpt (hit frequency here may not be typical).

SMILES	RmlCD inh mix	HIV RNase H inh
CC1=CC(c2ccccc2)n2nc(NS(=O)(=O)c3ccc(C)cc3)nc2N1 (centres undefined)	54*	-6
CCOC(=O)N1CCC(NC(=O)C2CCN(S(=O)(=O)c3c(C)noc3C)CC2)CC1	10	1
Cc1cc(C)c2c(=O)[nH]c(SCC(=O)c3ccc(C(C)C)cc3)nc2n1	-6	nt
COC(=O)c1cc(=O)nc2scc(C)n12	-12	-11
CCC(CC)C(=O)Nc1cccc(C(=O)N2CCOCC2)c1	2	5
CCOC(=O)C1Cc2cc3c(cc2C1=O)CC(C(=O)OCC)C3=O (centres undefined)	7	16
O=C(/C=C/c1ccccc1)NCCSc1ccc(Cl)cc1	-6	nt
COc1cccc(-c2csc(N3CCN(C(=S)Nc4ccc(Cl)cc4)CC3)n2)c1	-6	nt
CCCOc1ccc(C(CC(=O)O)NS(=O)(=O)c2ccc(NC(C)=O)cc2)cc1 (centres undefined)	nt	1
COc1ccc(NC(=O)C2CCN(c3cc(C)nc(-c4ccccc4)n3)CC2)cc1	0	7
CN(CCc1ccccn1)Cc1ccc(Cl)cc1Cl	-6	-16
CCN(CC)C(=O)CN(c1cc2c(cc1OC)oc1ccccc12)S(=O)(=O)c1ccccc1	-12	nt
CCCCC(O)(C(NC=O)C(=O)OC)C(F)(F)F (centres undefined)	8	-14
O=C(O)c1ccccc1CSc1ncn[nH]1	-13	nt
CS(=O)(=O)c1nc(-c2ccc(Br)cc2)cc(-c2ccccc2)c1C#N	-8	nt
C=CCn1c(=O)c(C(=O)NCCc2ccccc2)c(O)c2ccccc21	-9	-14
CCOC(=O)C1=C(N)OC2=C(C(=O)CCC2)C1c1cccnc1 (centres undefined)	6	-10
CN(C)CCNc1oc(COc2ccc(Cl)cc2Cl)nc1C#N	13	nt
CCCN(c1ccc(C(C)C)cc1)S(=O)(=O)c1c(C)noc1C	1	-9
CC(=O)Nc1ccc(Oc2cc(C#N)c(C#N)cc2N2CCOCC2)cc1	-13	nt
CCOC(=O)c1nnn(-c2nonc2N)c1-c1ccccc1	-126	-19
Cc1noc(C)c1CSc1cc(C)c2ccccc2n1	-17	-48
CCc1ccc(-c2cc(C(F)(F)F)n3nc(C(=O)Nc4cnn(Cc5ccccc5C)c4)cc3n2)s1	+	nt
CCc1nc(N2CCNCC2)c(C#N)c2c1CSC(C)(C)C2	nt	2
O=S(=O)(c1ccc(Cl)cc1)N1CCCC1c1nc(-c2ccc(Cl)cc2)no1 (centres undefined)	-42	nt
O=C(CCCc1nc(-c2ccccc2)no1)Nc1cccnc1	0	-6
COc1ccc(-n2c(Cc3cccn3C)nnc2SCC(=O)N2CCC(C)CC2)cc1	nt	-3
COc1ccc(OC)c(NS(=O)(=O)c2ccc3c(c2)CCC(=O)N3)c1	-2	0
COC(=O)C1=C(C)N(CCc2ccc(OC)c(OC)c2)C(=O)/C1=C\N(C)C	-7	nt
COc1ccc(S(=O)(=O)N(C)CC(=O)Nc2ccccc2C(F)(F)F)cc1	-1	7
CCOc1ccccc1N(CC(=O)Nc1ccccc1C(=O)OC)S(C)(=O)=O	10	-4
CC(C)CC(=O)c1c[nH]c(C(=O)NCCCn2ccnc2)c1	-8	nt
CC(=O)N=C(N)Sc1nc2ccccc2[nH]1	1	-7
COc1ccc(C2/C=C\CN(C(=O)c3ccc(C)cc3)CC(=O)N2Cc2ccc(F)cc2)cc1 (centres undefined)	11	nt
c1ccc(-c2nnc3ccc(N4CCC5(CC4)OCCO5)nn23)cc1	-4	-6
CCOC(=O)c1ccc(Nc2nc(C)cc(=O)[nH]2)cc1	6	nt
Cn1c(CN2CCCCC2)nc2cc(NC(=O)c3ccc(F)cc3)ccc21	-11	-6
CCOC(=O)N1CCC(NC(=O)CCC(=O)c2ccccc2)CC1	-10	-26
CCc1nn(-c2cc(Cl)ccc2OC)c2c1C(=O)CCC2	11	0
Cc1cccc(OC(=O)c2ccc3nccnc3c2)c1	15	nt
O=C1Nc2ccccc2/C1=N\c1sc2c(c1C(=O)Nc1ccccc1)CCCC2	4	nt
O=C(c1cn(-c2ccccc2)nc1-c1cccs1)N1CCN(c2ccccc2)CC1	-15	nt
OC1(Cc2ccn[nH]2)CCCCC1	2	-3
CN(C)C=Nc1ncc2c([nH]c3ccccc32)c1C#N	nt	1
Oc1ccc(/C=N/n2c3ccccc3c3ccccc32)cc1	4	nt
CCOc1cc(N2CCOCC2)c(OCC)cc1NC(=O)CCC1CCCC1	-4	-2
COc1ccc(NS(=O)(=O)c2cccc(-c3nnc4n3CCCCC4)c2)cc1	11	-8
O=C(NCc1ccc(F)cc1)c1ccc(CS(=O)(=O)Cc2ccc(F)cc2)o1	-6	-13
CN1CCN(C(=O)c2ccc3c(=O)n(CCc4ccccc4)c(=S)[nH]c3c2)CC1	nt	-7
CCOc1ccc(-c2nc(-c3cccnc3)no2)cc1	11	nt
CC1CCCC(C)N1CC(O)COCC1COc2ccccc2O1 (centres undefined)	9	nt
CC1CN=C(N(C(=O)Nc2ccccc2)c2ccc(S(=O)(=O)N3CCOCC3)cc2)S1 (centres undefined)	-5	-20
O=c1oc2ccccc2n1CCc1ccccc1	27	5
Cc1ccc(Nc2ncnc3sc(C)c(C)c23)cc1	-5	nt
CCOC(=O)N1CCN(CCC(=O)c2ccc(Cl)cc2)CC1	18	11
Cc1ccc(S(=O)(=O)N2CCOCC2)c(C)c1-n1cnnn1	-12	-6
CCOC(=O)C[C@H]1c2ccccc2S(=O)(=O)N1c1cccc(OC)c1	-3	nt
CCOC(=O)c1ccc2c(c1)NC(=O)C(N1CCN(c3ccc(OC)cc3)CC1)S2 (centres undefined)	7	85*
OCCNc1nc(N2CCN(Cc3ccccc3)CC2)nc2ccccc12	2	-2
CCc1ccc(N2CC34C=CC(O3)C(C(=O)OC(C)C)C4C2=O)cc1 (centres undefined)	4	-5

The listing continues:
SMILES	RmlCD inh mix	HIV RNase H inh
CC(=O)N1CN(S(=O)(=O)c2ccc(C)cc2)CC1C (centres undefined)	12	nt
CCOC(=O)c1nn(-c2ccc(OC)cc2)c(=O)c2c(N)scc12	10	75*
O=C(c1ccco1)N1CCN(C(=O)C2CCN(S(=O)(=O)c3cccs3)CC2)CC1	-7	-14
NCCc1ccccc1	-12	nt
CCOC(=O)c1ccc(NC(=O)CSc2nc(C)cc(=O)[nH]2)cc1	5	36
Cc1ccc(S(=O)(=O)N(C)Cc2nc(-c3ccncc3)no2)cc1	2	-21
CCCCNC(=O)CSc1nc2n[nH]c(C)c2c(=N)n1-c1cccc(Cl)c1C	-89	nt
Cc1cccc(CSc2ncc(CO)n2C)c1	9	nt
Cc1cc(NC(=O)Cn2c(C)nc3ccccc3c2=O)ccc1Br	7	nt
CCOc1ccc(N2CC(C(=O)Nc3ccccc3F)CC2=O)cc1 (centres undefined)	-1	-7
CC(=O)OC1(Cc2ccccc2)CN2CCC1c1ccccc12 (centres undefined)	5	-4
COc1cc(OC)c(OC)cc1/C=N/NC(=O)c1cc(-c2cccn2C)n[nH]1	11	nt
CCC(C)(C)NC(=O)C(c1ccccc1F)N(Cc1ccco1)C(=O)c1csnn1 (centres undefined)	3	-59
Cc1ccc(C)c(SCC(=O)OCC(=O)Nc2ccc(S(=O)(=O)N3CCOCC3)cc2)c1	-2	-47
CCN(CC)CCNc1ccc(Cl)cc1[N+](=O)[O-]	-14	nt
COC(=O)C1=C(CSc2nnnn2C)NC(=O)NC1c1cc(C)ccc1C (centres undefined)	7	-11
O=C(COc1ccccc1)Nc1sc2c(c1C(=O)NCc1cccnc1)CCCC2	-5	nt
COc1cccc2c(=O)n(CC(=O)Nc3ccc(F)cc3F)ccc12	-8	nt
COC(=O)C1=C(C(=O)OC)SC2(S1)C(C(=O)OC)=C(C(=O)OC)SC1=C2c2cc(C)cc(C)c2NC1(C)C	21	nt
Cn1nnnc1SCCNS(=O)(=O)c1ccccc1	17	4
Cc1oc(-c2ccccc2)cc1C(=O)Nc1ccc2ccccc2c1	-13	nt
N#Cc1c(N)oc(-c2ccccc2)c1-c1ccccc1	74	-14
O=C1CCCN1c1ccc(S(=O)(=O)NCCOc2ccccc2)cc1	2	nt
Nc1c(-c2ccc(Cl)cc2)cnn1C1CCS(=O)(=O)C1 (centres undefined)	-8	nt
Cc1ccc(OCC(=O)N/N=C/C=C/c2ccco2)cc1	-9	nt
Cc1ccc(-c2nc3cc(NS(=O)(=O)c4ccc(C)cc4)ccc3o2)cc1	-9	nt
O=C(Nc1ccc(Cl)cc1)OCc1cc(-c2ccccc2)on1	6	nt
CCOC(=O)NC(=O)CSc1nnc(C)s1	7	1
CCCN1c2cccc3cccc(c23)S1(=O)=O	-13	-62
Cc1ccc(S(=O)(=O)NC(=O)c2cccn2C)cc1	-3	nt

A draw from above in order of number of heavy atoms, lowest first:
SMILES	RmlCD inh mix	HIV RNase H inh
C=CCn1c(=O)c(C(=O)NCCc2ccccc2)c(O)c2ccccc21	-9	-14
COC(=O)C1=C(C)N(CCc2ccc(OC)c(OC)c2)C(=O)/C1=C\N(C)C	-7	nt
COc1cccc(-c2csc(N3CCN(C(=S)Nc4ccc(Cl)cc4)CC3)n2)c1	-6	nt

(list continues)
SMILES	RmlCD inh mix	HIV RNase H inh
O=C(CSc1nnc(Cc2cccs2)n1Cc1ccco1)Nc1ccc(Br)cc1	-2	-59
CCCCn1c(-c2ccco2)nc2ccccc2c1=O	-7	nt
Cn1c(SCc2ccc(Cl)cc2)nc(C(F)(F)F)cc1=O	-9	nt
Cn1c(=O)c2c(nc(SCCN3CCCCC3)n2Cc2ccccc2)n(C)c1=O	1	2
O=C1c2cc(O)cc(O)c2C(=O)c2c1cc(O)c([C@@H](CO)CCO)c2O	14	nt
O=C(NCC1COc2ccccc2O1)c1cn(Cc2ccc(F)cc2)nn1 (centres undefined)	2	-19
Cc1ccc(S(=O)(=O)NCC(=O)N(CC(=O)NC2CCCCC2)Cc2ccco2)cc1	-55	1
COc1ccccc1NC(=O)CSc1nnc(C)n1Cc1ccccc1	-1	-11
COC(=O)C(NC(C)=O)(Nc1ccc(Br)cc1)C(=O)OC	1	5
CC(=O)Nc1nc(-c2ccccc2)nc(C)c1C(C)=O	6	1
NCCc1cnc[nH]1	-8&2	-6
O=C(Cn1cnc2ccccc2c1=O)N(Cc1ccco1)c1ccc(O)cc1	-8	0
CCOC(=O)c1c(C)n(C)c2ccc(OC)c(NC(=O)c3cccs3)c12	?	-24
COc1ccc(N=C2C(=Nc3ccc(OC)cc3)N(c3ccccc3)C(=S)N2C(=O)c2ccc(Cl)cc2)cc1	-6	nt
COCc1[nH]nc2c1C1(C(=O)Nc3ccc(F)cc31)C(C#N)=C(N)O2 (centres undefined)	1	-6

16 of the compounds above, bar-delimited:
SMILES | RmlCD inh mix | HIV RNase H inh
Cc1ccc(S(=O)(=O)NC(=O)c2cccn2C)cc1 | -3 | nt
O=C(CSc1nnc(Cc2cccs2)n1Cc1ccco1)Nc1ccc(Br)cc1 | -2 | -59
CCCCn1c(-c2ccco2)nc2ccccc2c1=O | -7 | nt
Cn1c(SCc2ccc(Cl)cc2)nc(C(F)(F)F)cc1=O | -9 | nt
Cn1c(=O)c2c(nc(SCCN3CCCCC3)n2Cc2ccccc2)n(C)c1=O | 1 | 2
O=C1c2cc(O)cc(O)c2C(=O)c2c1cc(O)c([C@@H](CO)CCO)c2O | 14 | nt
O=C(NCC1COc2ccccc2O1)c1cn(Cc2ccc(F)cc2)nn1 (centres undefined) | 2 | -19
Cc1ccc(S(=O)(=O)NCC(=O)N(CC(=O)NC2CCCCC2)Cc2ccco2)cc1 | -55 | 1
COc1ccccc1NC(=O)CSc1nnc(C)n1Cc1ccccc1 | -1 | -11
COC(=O)C(NC(C)=O)(Nc1ccc(Br)cc1)C(=O)OC | 1 | 5
CC(=O)Nc1nc(-c2ccccc2)nc(C)c1C(C)=O | 6 | 1
NCCc1cnc[nH]1 | -8&2 | -6
O=C(Cn1cnc2ccccc2c1=O)N(Cc1ccco1)c1ccc(O)cc1 | -8 | 0
CCOC(=O)c1c(C)n(C)c2ccc(OC)c(NC(=O)c3cccs3)c12 | ? | -24
COc1ccc(N=C2C(=Nc3ccc(OC)cc3)N(c3ccccc3)C(=S)N2C(=O)c2ccc(Cl)cc2)cc1 | -6 | nt
COCc1[nH]nc2c1C1(C(=O)Nc3ccc(F)cc31)C(C#N)=C(N)O2 (centres undefined) | 1 | -6

New compounds follow
SMILES	RmlCD inh mix	HIV RNase H inh
CCOC(=O)c1ccc(NS(=O)(=O)c2cccc3nsnc23)cc1	-9	-9
COc1ccccc1-c1nnc(NC(=O)C(C)C)s1	-6	-1
Nc1c(C(=O)NCc2ccccc2)nnn1Cc1ccccc1	-8	-2
O=c1c2cc(N3CCOCC3)ccc2[nH]c(=S)n1CCCN1CCN(c2ccccc2F)CC1	-4	-8
Cc1ccc(C(C(=O)NC(C)(C)C)N(CC2CCCO2)C(=O)Cn2nnc(-c3ccc(C)o3)n2)cc1 (centres undefined)	13	3
CC(=O)NC(NC(=S)Nc1ccc(N=Nc2ccccc2)cc1)C(Cl)(Cl)Cl (centres undefined)	12	nt
Fc1ccc2c(c1)nnn2C1CCN(Cc2ccccc2)CC1	7	-11
CC(C)(C)C(=O)Nc1ccccc1C(=O)N1CCCC1	-15	nt
C=CCc1c(C)c(C#N)c2nc3ccccc3n2c1NCCN(C)C	12	2
Cc1cccc(C)c1NC(=O)/C(C#N)=C/c1cccs1	-8	nt
CCOC(=O)c1c(C)[nH]c(C(=O)OCC(=O)N2CCN(S(=O)(=O)c3ccccc3)CC2)c1C	-11	-4
COc1ccc(S(=O)(=O)Nc2ccc(S(=O)(=O)N3CCCCC3)cc2)cc1C	7	nt
COCCCn1c(=NC(=O)c2ccc3c(c2)OCO3)c(C#N)cc2c(=O)n3cccc(C)c3nc21	nt	0
Cn1c(=O)[nH]c(=O)c2c1nc(N1CCCCC1)n2CCSc1nc2ccccc2o1	-7	-6
N=C1C(c2ccccc2)=C(O)CN1Cc1ccco1	-9	-3
CC(C)n1c(N2CCN(CC(=O)NCc3cccs3)CC2)nc2ccccc21	1	-18
O=C(CSc1nc2ccccc2c(=O)n1CC1CCCO1)NCC1CCCO1 (centres undefined)	-3	-11
Clc1cccc2sc(N3CCCCC3)nc12	10	-21
CC(C)CC(=O)NC(=S)Nc1ccccn1	?	nt
CCn1c(SCC(=O)Nc2ccccc2C(=O)OC)nnc1-c1ccc(N)cc1	-3	-1
